GASC1 inh: inhibitors of GASC-1 (KDM4C) histone demethylase, primary screen, biochemical, single concentration HTS | Lysine-specific demethylase 4C (Homo sapiens), Q9H3R0 | GST-KDM4C 2-372, H3K9me3 peptide, LANCE TR-FRET | inhibition, % at 12.5 µM | actives 0.15% (n = 96,000) | AID 720574, 2013;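 active = mean replicate inhibition above about 25%, with at least 55% of replicates also reaching it, limit read from the data, passing the limit was not always enough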
Target sequence (Q9H3R0 2-372 limits assumed): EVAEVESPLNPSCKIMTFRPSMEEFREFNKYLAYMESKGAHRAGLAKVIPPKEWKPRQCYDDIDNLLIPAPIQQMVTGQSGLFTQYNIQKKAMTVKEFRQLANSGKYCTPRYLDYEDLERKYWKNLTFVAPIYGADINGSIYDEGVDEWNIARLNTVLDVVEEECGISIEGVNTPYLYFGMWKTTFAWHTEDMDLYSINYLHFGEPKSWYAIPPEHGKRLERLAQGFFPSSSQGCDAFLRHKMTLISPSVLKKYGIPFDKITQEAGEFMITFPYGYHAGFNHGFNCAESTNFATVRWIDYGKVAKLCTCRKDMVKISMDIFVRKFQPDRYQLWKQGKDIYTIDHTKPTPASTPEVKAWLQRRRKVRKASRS
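Assay system: GST-GASC-1 enzyme fragment 2-372 | Amount: 10 nM enzyme | Medium: HEPES buffer, pH 7.5, plus ascorbate | Reagent: H3K9me3 peptide substrate, Fe(II), 2-oxoglutarate | Doses: Single-point compound screen | Incubation: 30 min demethylation and 1 h detection at room temperature | Measured by: LANCE TR-FRET, excitation 340 nm, emissions 618 and 671 nm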
Pf Dd2 growth: P. falciparum Dd2 growth inhibitors, primary screen, SYBR Green fluorescence, single dose replicates; activity change, % at 10 µM; AID 1159554, 2015; actives 2.3% (n = 94,000); 72 h; hits give low values; in the data active = activity change below about -80%
C diff HTS: C. difficile growth inhibitors, primary screen, HTS; Clostridium difficile clinical isolate growth, OD600, 24 h; hits give low values; growth activity, negative = inhibition, % at 16 µg/mL (by protocol); actives 0.25% (n = 86,000); AID 1259249, 2017;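 active = mean growth activity at or below -80% and every replicate also at or below -80%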;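 also: 0% = DMSO wells and -100% = levofloxacin 16 µg/mL wells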
T cruzi growth: T. cruzi intracellular proliferation inhibitors, primary screen, cell-based, beta-gal Tulahuen parasites, NIH3T3 host, luminescence. inhibition, % at 8.34 µM. T. cruzi beta-gal in NIH3T3, GalScreen luminescence, 90 h. actives 5.9% (n = 77,000);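 active = mean inhibition above about 93%, with at least 55% of replicates each passing it, limit read from the data, passing the limit was not always enough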
* = called active by the depositor; / = no result given; & = joins results of further samples.

cpd | Structure | T cruzi growth | Pf Dd2 growth | GASC1 inh | C diff HTS
1 | CN(C)C(=O)c1cccc(-c2ccc3c(c2)[C@H]2[C@H](CCN2C(=O)c2cnccn2)[C@@H](CO)N3)c1 | 83 | -11 | 0.9 | 4
2 | COC(=O)C[C@H]1C[C@@H]2c3cc(NC(=O)Nc4ccccc4)ccc3O[C@@H]2[C@@H](CO)O1 | 57 | -65 | / | -1
3 | O=C(NC1CCCC1)N1CCCCN2[C@H](CO)[C@H](c3ccc(/C=C/c4ccccc4)cc3)[C@@H]2C1 | 114* | 29 | 0.4 | -26
4 | COc1ccc(CNC(=O)C[C@@H]2CC[C@H](NS(=O)(=O)c3cccc(OC)c3)[C@H](CO)O2)cc1 | / | / | -1.1 | -1
5 | C[C@@H]1CN([C@H](C)CO)C(=O)CCCn2nncc2CO[C@H]1CN(C)Cc1ccc(-c2ccccc2)cc1 | -53&15 | -21&-21 | 0.9 | 6&-12
6 | C[C@@H]1CN([C@H](C)CO)C(=O)Cc2cc(NC(=O)Nc3ccc(C(F)(F)F)cc3)ccc2O[C@@H]1CN(C)C(=O)Nc1ccccc1 | 25 | -53 | -1.3 | 40
7 | CCCN1C[C@@H](C)[C@@H](OC)CN(C)C(=O)c2ccc(NS(C)(=O)=O)cc2OC[C@@H]1C | -12 | / | 1.1 | 2
8 | Cc1ccc(S(=O)(=O)Nc2ccc3c(c2)C(=O)N([C@H](C)CO)C[C@H](C)[C@H](CN(C)CC2CCCCC2)O3)cc1 | 13 | 9 | -2.6 | 0
9 | C[C@H](CO)N1C[C@H](C)[C@H](CN(C)Cc2ccc(C(F)(F)F)cc2)OCCCC[C@H](C)Oc2ccc(NC(=O)c3ccncc3)cc2C1=O | 40 | -29 | -1.3 | 8
10 | C[C@H]1CN([C@@H](C)CO)S(=O)(=O)c2ccc(Br)cc2O[C@@H]1CN(C)C(=O)C1CCOCC1 | 71 | 30 | 0.5 | -5
11 | C[C@H](O)C#Cc1cnc2c(c1)C(=O)N([C@@H](C)CO)C[C@H](C)[C@H](CN(C)Cc1ccc(-c3ccccc3)cc1)O2 | / | -2 | 1.6 | 0
12 | CN(C)C(=O)C[C@H]1C=C[C@H](NC(=O)NC2CCCCC2)[C@@H](CO)O1 | / | -7 | -3.5 | 1
13 | CCS(=O)(=O)N1CC(=O)N2[C@H](CO)[C@@H](c3ccc(C#CCC(C)C)cc3)[C@@H]2C1 | / | -18 | -1.8 | -11
14 | C[C@@H]1CN([C@@H](C)CO)C(=O)Cc2cc(N(C)C)ccc2O[C@@H]1CN(C)Cc1ccc(-c2ccccc2)cc1 | / | -8 | -0.6 | 2
15 | Cc1noc(C)c1S(=O)(=O)N(C)C[C@H]1Oc2c(cccc2N(C)C)C(=O)N([C@@H](C)CO)C[C@H]1C | -3 | 3 | 0.5 | -1
16 | COc1cccc(CN2C[C@H]3O[C@H](CNS(=O)(=O)c4cn(C)cn4)CC[C@H]32)c1 | / | 2 | / | 7
17 | COc1ccc(CN(C)C[C@H]2OCCCC[C@H](C)Oc3ccc(NC(=O)CCCN(C)C)cc3C(=O)N([C@H](C)CO)C[C@@H]2C)cc1 | -21 | 17 | 2.3 | -5
18 | CCCNC(=O)N(C)C[C@H]1Oc2ncc(C#CC3CC3)cc2C(=O)N([C@@H](C)CO)C[C@@H]1C | 42 | 32 | 0.8 | /
19 | C[C@@H]1CN([C@H](C)CO)C(=O)c2cccc(NC(=O)C3CC3)c2O[C@H]1CN(C)Cc1ccccc1 | / | -26 | 0.5 | -3&-9
20 | Cc1ccc(S(=O)(=O)N[C@@H]2C=C[C@H](CC(=O)NCCc3ccncc3)O[C@@H]2CO)cc1 | 28 | 8 | 0.0 | 1
21 | CO[C@H]1CN(C)C(=O)c2ccc(NC(=O)C3CCCCC3)cc2OC[C@H](C)N(C(=O)c2ccccc2)C[C@H]1C | 6 | -13 | 0.1 | /
22 | CN(C)CC(=O)N[C@H]1C=C[C@@H](CC(=O)NCc2ccc(Cl)cc2)O[C@@H]1CO | 17 | 4 | -0.5 | -6
23 | CN1c2ccc(-c3ccccc3)cc2[C@H]2[C@H](CCN2C(=O)c2ccncc2)[C@@H]1CO | 89 | -2 | 2.1 | -11
24 | C[C@H]1CN([C@@H](C)CO)C(=O)c2cc(NC(=O)Nc3ccc(F)cc3)ccc2O[C@H]1CN(C)Cc1ccc(C(F)(F)F)cc1 | 69 | -3 | 0.4 | 22

Structural class, those above containing a halogen (5)
cpd | Structure | T cruzi growth | Pf Dd2 growth | GASC1 inh | C diff HTS
6 | C[C@@H]1CN([C@H](C)CO)C(=O)Cc2cc(NC(=O)Nc3ccc(C(F)(F)F)cc3)ccc2O[C@@H]1CN(C)C(=O)Nc1ccccc1 | 25 | -53 | -1.3 | 40
9 | C[C@H](CO)N1C[C@H](C)[C@H](CN(C)Cc2ccc(C(F)(F)F)cc2)OCCCC[C@H](C)Oc2ccc(NC(=O)c3ccncc3)cc2C1=O | 40 | -29 | -1.3 | 8
10 | C[C@H]1CN([C@@H](C)CO)S(=O)(=O)c2ccc(Br)cc2O[C@@H]1CN(C)C(=O)C1CCOCC1 | 71 | 30 | 0.5 | -5
22 | CN(C)CC(=O)N[C@H]1C=C[C@@H](CC(=O)NCc2ccc(Cl)cc2)O[C@@H]1CO | 17 | 4 | -0.5 | -6
24 | C[C@H]1CN([C@@H](C)CO)C(=O)c2cc(NC(=O)Nc3ccc(F)cc3)ccc2O[C@H]1CN(C)Cc1ccc(C(F)(F)F)cc1 | 69 | -3 | 0.4 | 22

Additional results
cpd | Structure | T cruzi growth | Pf Dd2 growth | GASC1 inh | C diff HTS
25 | C[C@@H]1CCCCO[C@H](CN(C)C(=O)Nc2ccc(C(F)(F)F)cc2)[C@H](C)CN([C@H](C)CO)C(=O)c2cc(N(C)C)ccc2O1 | 57 | / | -4.4 | 9
26 | COc1ccc(S(=O)(=O)N(C)C[C@@H]2Oc3c(NC(=O)Nc4ccc(F)cc4)cccc3C(=O)N([C@@H](C)CO)C[C@@H]2C)cc1 | -43 | 8 | 3.4 | 16
27 | C[C@H]1CN([C@@H](C)CO)C(=O)Cc2cc(NS(C)(=O)=O)ccc2O[C@@H]1CN(C)S(=O)(=O)c1cccs1 | 15 | 5 | -0.2 | -5
28 | Cc1ccccc1S(=O)(=O)NCC[C@H]1CC[C@H](NC(=O)C2CC2)[C@H](CO)O1 | / | -24 | -0.3 | -1
29 | CCC(=O)N1CC2(CN(C(=O)c3cccnc3)C2)c2c([nH]c3cc(OC)ccc23)[C@@H]1CO | / | 0 | 1.4 | -7
30 | C[C@@H]1CCCCO[C@H](CN(C)S(=O)(=O)c2ccccc2)[C@H](C)CN([C@@H](C)CO)C(=O)c2cc(NS(=O)(=O)c3ccc(F)cc3)ccc2O1 | 20 | -32 | 11 | -11
31 | C[C@H]1CN([C@@H](C)CO)C(=O)Cc2cc(NC(=O)CCCCCC(=O)Nc3ccccc3N)ccc2O[C@H]1CN(C)S(=O)(=O)c1cccs1 | 27 | -76 | 0.2 | -12
32 | CO[C@H]1CN(C)C(=O)c2cc(NC(=O)c3ccc(-c4ccccc4)cc3)ccc2OC[C@@H](C)NC[C@@H]1C | / | -51 | -1.5 | /
33 | COc1cccc(CN(C)C[C@H]2OCc3cn(nn3)CCCC(=O)N([C@H](C)CO)C[C@H]2C)c1 | -61 | 11 | 1.3 | 0
34 | O=C(c1ccncc1)N1CC[C@@H]2[C@H]1c1cc(-c3ccccc3)ccc1N[C@@H]2CO | 94 | 5 | 0.3 | -13
35 | C[C@@H]1CN([C@H](C)CO)C(=O)c2cccc(NS(=O)(=O)c3cn(C)cn3)c2O[C@@H]1CN(C)C(=O)NC1CCCCC1 | -63 | 25 | 1.6 | -5
36 | CC(=O)N(C)C[C@@H]1Oc2cc(C#Cc3ccc(F)cc3)ccc2S(=O)(=O)N([C@@H](C)CO)C[C@@H]1C | 47 | -52 | -1.7 | 1
37 | CO[C@H]1CC[C@@H]2CCOc3ccc(C#N)cc3C(=O)N(C)C[C@H](OC)[C@@H](C)C(=O)N(C)C[C@H]1O2 | -8 | / | 0.5 | -5
38 | COC(=O)C[C@@H]1CC[C@@H]2[C@H](COc3ccc(NC(=O)c4cccc(F)c4)cc3C(=O)N2C)O1 | 29 | -5 | -0.8 | 3
39 | COc1cccc(CN(C)C[C@@H]2OCc3cnnn3CCCC(=O)N([C@@H](C)CO)C[C@H]2C)c1 | 27&-20 | -1&14 | 1.6 | 2
40 | CC(C)C#Cc1cnc2c(c1)C(=O)N([C@@H](C)CO)C[C@H](C)[C@H](CN(C)S(=O)(=O)c1cn(C)cn1)O2 | 22 | -5 | 8.9 | 6
41 | CCC(=O)N1[C@H](C#N)[C@H](c2ccccc2-c2ccccc2)[C@H]1CO | / | -13 | 0.7 | 8
42 | CCC(=O)N1[C@@H]2CN(S(=O)(=O)c3ccccc3C)c3ccccc3[C@@H]2[C@@H]1CO | 10 | -42 | -1.3 | 2
43 | O=C(Cc1cccnc1)N1CC(=O)N2[C@@H](CO)[C@@H](c3ccc(C#CC4CCCCC4)cc3)[C@@H]2C1 | / | 5 | -0.9 | -32
44 | C[C@@H]1CN([C@@H](C)CO)S(=O)(=O)c2ccc(C#Cc3ccc(F)cc3)cc2O[C@H]1CN(C)S(=O)(=O)c1ccc(F)cc1 | 115* | -68 | -4.1 | 3
45 | C[C@H](CO)N1C[C@H](C)[C@H](CN(C)Cc2ccncc2)Oc2c(NC(=O)C3CCOCC3)cccc2C1=O | 49 | -14 | -0.3 | 2
46 | CCCN(C)C[C@@H]1Oc2ncc(-c3cccc(C#N)c3)cc2C(=O)N([C@@H](C)CO)C[C@@H]1C | 12 | -55 | -0.2 | 0
47 | C[C@H](CO)N1C[C@H](C)[C@H](CN(C)C(=O)Nc2cccc3ccccc23)Oc2c(NC(=O)Nc3ccc4c(c3)OCO4)cccc2C1=O | 52 | -28 | 4.0 | 0
48 | CCC(=O)Nc1ccc2c(c1)C(=O)N(C)C[C@@H](OC)[C@@H](C)CN(C(=O)COC)[C@@H](C)CO2 | / | 19 | 1.2 | /
49 | C[C@H]1CN([C@@H](C)CO)C(=O)c2cc(NC(=O)Cc3ccccc3)ccc2O[C@H]1CN(C)Cc1ccc(Oc2ccccc2)cc1 | 54 | 16 | -0.6 | /
50 | O=C(C[C@H]1C[C@@H]2c3cc(NC(=O)c4cccnc4)ccc3O[C@@H]2[C@@H](CO)O1)NC1CCCCC1 | -26 | -10 | 1.4 | 1
51 | COc1ccc(NC(=O)N2CCCCN3[C@H](CO)[C@H](c4ccc(-c5ccccc5F)cc4)[C@H]3C2)cc1 | 81 | -22 | -2.2 | 82
52 | C/C=C/c1cnc2c(c1)C(=O)N([C@H](C)CO)C[C@@H](C)[C@@H](CN(C)S(=O)(=O)c1ccc(C)cc1)O2 | 54 | -5 | 0.7 | -4
53 | C[C@H](CO)N1C[C@H](C)[C@H](CN(C)C)Oc2c(NC(=O)NC3CCCCC3)cccc2C1=O | / | 8 | 0.6 | 1
54 | C[C@@H]1CN([C@H](C)CO)C(=O)c2cc(NC(=O)Nc3ccc(F)cc3)ccc2O[C@@H](C)CCCCO[C@@H]1CN(C)S(=O)(=O)c1ccccc1 | 103* | -82* | 17 | 9
55 | O=C(C[C@H]1C=C[C@@H](NS(=O)(=O)c2ccc(F)cc2)[C@@H](CO)O1)NC1CCC1 | / | 9 | 0.5 | 5
56 | C[C@H](NC(=O)[C@@H]1[C@@H](CO)[C@@H]2Cn3c(cccc3=O)[C@@H]2N1CCC(F)(F)F)c1ccccc1 | 33 | -12 | -2.1 | 1
57 | CCCN(C)C[C@@H]1Oc2cc(C3=CCCC3)ccc2S(=O)(=O)N([C@H](C)CO)C[C@@H]1C | 26 | -11 | -1.7 | /
58 | CO[C@H]1CN(C)C(=O)c2ccc(NC(=O)C3CC3)cc2OC[C@H](C)N(CCc2ccccc2)C[C@@H]1C | / | -18 | 0.5 | -26
59 | O=C(Nc1ccc(C(F)(F)F)cc1)N[C@@H]1CC[C@H](CC(=O)N2CCCCC2)O[C@@H]1CO | / | -2 | 4.3 | -2
60 | C[C@H]1CN([C@@H](C)CO)C(=O)Cc2cc(NC(=O)Nc3cccc4ccccc34)ccc2O[C@@H]1CN(C)C(=O)Nc1ccccc1 | 13 | -32 | 0.4 | -1
61 | O=C(C[C@@H]1CC[C@H]2[C@@H](COC[C@H](O)CN2C(=O)c2ccncc2)O1)NC1CCC1 | 60 | -6 | -0.6 | 3&2

From PubChem

Compounds were not picked by outcome; about 7.3% have a hit in one of these screens.
